SIAH1 antagonists: blockers of Siah-1 interaction with plectin peptide – biochemical, fluorescence polarization, rhodamine-plectin, uHTS, primary screen (AID 1817) | Siah-1 / rhodamine-plectin peptide fluorescence polarization; higher % means a stronger effect | one-dose displacement, % at 20 µM; IC50 in µM for titrated hits | actives 0.02% (n = 290,000);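 active means displacement of at least 50% at 20 µM, with a fluorescence ratio check between 0.3 and a set limit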;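 further: plate controls were Siah plus tracer with DMSO for no effect and tracer alone without Siah for full effect; strong numbers were not always called active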
NS5 inhibitors: flavivirus cap methylation enzyme inhibition – biochemical, confirmation dose response, primary screen (AID 588689). inhibition, % at 25 µM; hits with a dose series show IC50 in µM. Dengue-2 NS5 methyltransferase capping enzyme assay, biochemical; higher % means a stronger effect. actives 0.3% (n = 340,000); in the data active means a potency from the dose series; inconclusive means inhibition above about 29% without an active follow-up result
RSV CPE inhibition: inhibition of RSV-induced cytopathic effect – HEp-2 cells, primary 10 µM value included (AID 2391); HEp-2 cells, RSV-induced CPE inhibition; higher % means a stronger effect; one-dose CPE inhibition, % at 10 µM; IC50 in µM for titrated hits; actives 0.13% (n = 310,000); in the data active means a potency from the dose series; inconclusive means CPE inhibition mostly from about 23% at the one dose, without a potency; inactive means the rest, 99 in 100 with CPE inhibition below about 21%; further: strong numbers were not always called active
UTI89 phage lysis: inhibition of K1F phage lysis, E. coli UTI89, bacterial capsule biogenesis inhibitors, alamar blue (AID 488966); one-dose inhibition, % at 100 µM; IC50 in µM for titrated hits; E. coli UTI89 K1F phage lysis, alamar blue, 2 h; higher % means a stronger effect; actives 0.02% (n = 340,000);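 active means phage lysis inhibition, versus mean bacterial control, above a set limit; inconclusive means no clear call, values can overlap the other calls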;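 further: capsule biogenesis inhibitors block K1F phage lysis so surviving cells raise fluorescence; higher fluorescence means more inhibition of phage lysis; actives were called in the ten point dose series up to 300 µM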
West Nile virus CPE: West Nile virus antiviral activity, cell-based, CPE readout (AID 1621). actives 0.02% (n = 290,000). West Nile virus-infected cells, CPE inhibition; higher % means a stronger effect. CPE inhibition, % at 10 µM; hits with a dose series show IC50 in µM; in the data active means a potency from the dose series; inconclusive means CPE inhibition mostly from about 3.7% at the one dose, without a potency; inactive means the rest, 99 in 100 with CPE inhibition below about 2.2%; further: strong numbers were not always called active
Rac1 GTP hydrolysis: MgcRacGAP GTPase-activating activity inhibitors, confirmation, biochemical, ADP Hunter fluorescence; one-dose inhibition, % at 30 µM; IC50 in µM for titrated hits; actives 0.6% (n = 340,000); MgcRacGAP-stimulated Rac1 GTP hydrolysis, ADP Hunter fluorescence; higher % means a stronger effect; GST-tagged Rac1 F28L mutant substrate;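 active means first-screen hits whose inhibition reached a set limit at any dose in the follow-up dose series; inconclusive means inhibition above the set first-screen limit but never retested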;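 further: fluorescence reports GDP produced by GAP-driven GTP hydrolysis; strong numbers were not always called active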
AID2073: inhibitors of Mint1-CaV2.2 protein interaction, biochemical, HTRF (AID 2073); HTRF protein-protein interaction, Mint1-CaV2.2; higher % means a stronger effect; one-dose inhibition, % at 20 µM; IC50 in µM for titrated hits; actives 0.19% (n = 290,000); in the data active means inhibition mostly above about 51%, no sharp cut-off; inconclusive means no clear call, values can overlap the other calls; inactive means mostly below about 53%; further: some results filed as inactive read as strong as hits
NTR1 ag: agonists of NTR1, primary screen, imaging, U2OS cells, beta-arrestin-GFP, high content (AID 493036). actives 0.17% (n = 330,000). P30989. activation, % at 20 µM. NTR1-U2OS beta-arrestin-GFP spot imaging, agonist mode;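 active means activation at or above 40% of the spot to cytoplasm intensity ratio, with at least 20 cells analyzed; inconclusive means wells under 20 cells, flagged as cytotoxic or low count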;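 further: 0% = DMSO without peptide and 100% = 100 nM NTR1 peptide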
Target sequence (P30989 whole entry, looked up): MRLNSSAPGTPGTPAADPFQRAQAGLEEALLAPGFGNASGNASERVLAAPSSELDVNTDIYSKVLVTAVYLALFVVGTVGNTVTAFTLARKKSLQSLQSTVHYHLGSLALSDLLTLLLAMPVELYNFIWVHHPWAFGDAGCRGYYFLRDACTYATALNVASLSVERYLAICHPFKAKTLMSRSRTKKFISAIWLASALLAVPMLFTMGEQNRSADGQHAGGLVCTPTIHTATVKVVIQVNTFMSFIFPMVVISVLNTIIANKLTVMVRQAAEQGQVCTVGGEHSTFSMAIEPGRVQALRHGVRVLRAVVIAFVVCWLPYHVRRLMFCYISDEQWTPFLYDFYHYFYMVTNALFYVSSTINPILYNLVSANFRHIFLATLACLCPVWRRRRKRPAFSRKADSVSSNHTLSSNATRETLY
Large T inhibition: SV40 large T antigen inhibitors, biochemical (AID 1903). one-dose inhibition, % at 20 µM; IC50 in µM for titrated hits. SV40 large T antigen ATPase/helicase inhibition assay; higher % means a stronger effect. actives 0.39% (n = 310,000); in the data active means a potency from the dose series; inconclusive means inhibition mostly from about 32% at the one dose, without a potency; inactive means the rest, 99 in 100 with inhibition below about 32%; further: strong numbers were not always called active
NTR1 ag cell count 20 µM: recorded beside NTR1 ag, whose call it bears; cell count; measured here: cell count, cytotoxicity flag
NS5 inhibitors pilot replicate: also measured in NS5 inhibitors; calls as there; inhibition, %; measured here: pilot screen replicate inhibition
The depositor's hits bear a star; ? = inconclusive; . = not tested or not shown; [ ] = another dose, or the depositor's remark.

SMILES	SIAH1 antagonists	NS5 inhibitors	RSV CPE inhibition	UTI89 phage lysis	West Nile virus CPE	Rac1 GTP hydrolysis	AID2073	NTR1 ag	NTR1 ag cell count 20 µM	Large T inhibition	others
Clc1ccccc1Cn1nnc2c(N3CCCC3)ncnc21	4.3%	1.6%	3.0%	-1.9%	-1.1%	3.0%	3.9%	-1.1	81	4.4%
O=C(O)C(Sc1ccncn1)c1ccccc1 (stereo unspecified)	3.9%	-9.5%	0.5%	0.0%	-0.2%	1.1%	-9.5%	0.7	55	10.2%
COc1ccc(CN2CCN(C(=O)CC(C)C)CC2)c(OC)c1OC	4.8%	-7.6%	1.1%	1.1%	-0.3%	?	8.3%	-0.3	42	6.7%
COc1cccc(OC)c1C(=O)N1CCN(S(=O)(=O)c2ccccc2)CC1	3.2%	-6.7%	0.7%	0.9%	0.3%	6.7%	1.1%	-0.6	62	-4.5%
Cc1nnc(NC(=O)c2oc3c(ccc4ccccc43)c2C)s1	1.5%	9.6%	3.0%	3.3%	0.9%	4.7%	11.4%	4.4	89	8.5%
COc1ccc(/C=C/C(=O)c2cc(Br)ccc2O)cc1OC	0.7%	0.8%	8.1%	-0.1%	-0.7%	1.9%	2.5%	8.5	44	9.9%
O=C(c1ccccc1Cc1ccccc1)N1CCN(S(=O)(=O)c2ccccc2)CC1	-2.9%	-0.7%	0.3%	0.1%[50 µM]	0.0%	2.5%	1.4%	1.1	52	5.8%
COC(=O)c1ccc(OC(=O)N2CCOCC2)cc1	7.8%	-8.2%	0.9%	2.3%	-0.1%	8.4%	16.7%	0.4	62	9.0%
Cc1ccc(/C=c2/sc3nnc(-c4ccccc4Cl)n3c2=O)o1	-5.4%	3.4%	1.0%	-0.2%	0.4%	17.3%	16.9%	0.2	81	18.2%	NS5 inhibitors pilot replicate=2.6
COc1ccccc1OCC(=O)OCC(=O)Nc1sccc1C(N)=O	-1.3%	-2.2%	1.3%	2.7%	0.0%	6.1%	0.4%	-1.1	59	16.6%
Cc1cc(/C([O-])=C(/C(=S)Nc2ccc(F)cc2)[n+]2ccccc2)c(C)n1-c1ccc(F)cc1	0.0%	13.7%	3.0%	3.0%	0.7%	0.1%	12.2%	-0.9	47	3.2%
Cc1nc(NC(=O)c2ccc(F)cc2)sc1C(=O)Nc1ccc2c(c1)CCC2	1.7%	-0.7%	-0.6%	1.8%	-0.5%	4.1%	6.4%	2.3	55	18.2%
N#C/C(=C\c1ccncc1)c1ccccn1	0.8%	-10.5%	1.8%	0.2%	0.6%	.	9.1%	-0.2	103	4.7%
CCOC(=O)c1cc2c(=O)n3ccccc3nc2n(Cc2ccco2)c1=NC(=O)c1cccnc1	-0.3%	-7.0%	2.7%	0.0%	0.4%	4.8%	38.4%	1.8	93	19.8%
CC1CN(CC(=O)c2c(N)n(Cc3ccccc3)c(=O)n(C)c2=O)CC(C)O1 (stereo unspecified)	-1.0%	0.0%	1.1%	0.1%	-0.1%	10.1%	-4.6%	-1.0	61	7.3%

Ordered by length of the SMILES (ascending): some entries from above
SMILES	SIAH1 antagonists	NS5 inhibitors	RSV CPE inhibition	UTI89 phage lysis	West Nile virus CPE	Rac1 GTP hydrolysis	AID2073	NTR1 ag	NTR1 ag cell count 20 µM	Large T inhibition	others
COc1ccc(CN2CCN(C(=O)CC(C)C)CC2)c(OC)c1OC	4.8%	-7.6%	1.1%	1.1%	-0.3%	?	8.3%	-0.3	42	6.7%
Cc1nc(NC(=O)c2ccc(F)cc2)sc1C(=O)Nc1ccc2c(c1)CCC2	1.7%	-0.7%	-0.6%	1.8%	-0.5%	4.1%	6.4%	2.3	55	18.2%
O=C(c1ccccc1Cc1ccccc1)N1CCN(S(=O)(=O)c2ccccc2)CC1	-2.9%	-0.7%	0.3%	0.1%[50 µM]	0.0%	2.5%	1.4%	1.1	52	5.8%

Filtered by structure, those above containing a furan ring, fused or not
SMILES	SIAH1 antagonists	NS5 inhibitors	RSV CPE inhibition	UTI89 phage lysis	West Nile virus CPE	Rac1 GTP hydrolysis	AID2073	NTR1 ag	NTR1 ag cell count 20 µM	Large T inhibition	others
Cc1nnc(NC(=O)c2oc3c(ccc4ccccc43)c2C)s1	1.5%	9.6%	3.0%	3.3%	0.9%	4.7%	11.4%	4.4	89	8.5%
Cc1ccc(/C=c2/sc3nnc(-c4ccccc4Cl)n3c2=O)o1	-5.4%	3.4%	1.0%	-0.2%	0.4%	17.3%	16.9%	0.2	81	18.2%	NS5 inhibitors pilot replicate=2.6
CCOC(=O)c1cc2c(=O)n3ccccc3nc2n(Cc2ccco2)c1=NC(=O)c1cccnc1	-0.3%	-7.0%	2.7%	0.0%	0.4%	4.8%	38.4%	1.8	93	19.8%

Of the compounds above, 2 have fluorine:
SMILES	SIAH1 antagonists	NS5 inhibitors	RSV CPE inhibition	UTI89 phage lysis	West Nile virus CPE	Rac1 GTP hydrolysis	AID2073	NTR1 ag	NTR1 ag cell count 20 µM	Large T inhibition	others
Cc1cc(/C([O-])=C(/C(=S)Nc2ccc(F)cc2)[n+]2ccccc2)c(C)n1-c1ccc(F)cc1	0.0%	13.7%	3.0%	3.0%	0.7%	0.1%	12.2%	-0.9	47	3.2%
Cc1nc(NC(=O)c2ccc(F)cc2)sc1C(=O)Nc1ccc2c(c1)CCC2	1.7%	-0.7%	-0.6%	1.8%	-0.5%	4.1%	6.4%	2.3	55	18.2%

(more compounds)
SMILES	SIAH1 antagonists	NS5 inhibitors	RSV CPE inhibition	UTI89 phage lysis	West Nile virus CPE	Rac1 GTP hydrolysis	AID2073	NTR1 ag	NTR1 ag cell count 20 µM	Large T inhibition	others
COc1cc(SC)ccc1C(=O)Nc1ccc2ncccc2c1	1.7%	0.6%	8.2%	0.3%	-0.5%	9.5%	0.0%	4.0	65	0.3%
O=C(c1ccc2c(c1)OCO2)N1CCN(c2ncccn2)CC1	4.3%	5.1%	0.0%	0.8%	0.3%	-5.8%	8.3%	-0.7	42	4.2%
Cn1cccc1CC(=O)N/N=C/c1ccc(Cl)c([N+](=O)[O-])c1	9.9%	.	4.3%	.	-0.1%	.	-6.4%	1.1	39	8.1%
Cc1cc2ccccc2n1CCNC(=O)C1CCCCC1	1.7%	-3.5%	0.6%	1.1%	-0.5%	1.6%	25.3%	-2.8	101	12.2%
COc1ccc(N(CC(=O)O)S(=O)(=O)c2ccc(C)cc2)cc1Cl	-1.1%	-3.0%	2.1%	-3.2%	0.1%	3.5%	-7.4%	0.0	54	1.4%
O=C(N/N=C/c1cccc(NC(=O)c2ccc(Cl)cc2)c1)c1cccc(O)c1	13.5%	-10.3%	5.8%	-0.1%	-0.1%	7.0%	15.0%	8.0	57	22.9%
O=C(CSc1ccc2nnc(CCNC(=O)c3ccccc3)n2n1)Nc1ccc(F)cc1F	16.6%	-4.2%	1.9%	-1.1%[50 µM]	0.2%	8.8%	6.8%	-2.2	43	10.0%
COc1cccc(NC(=O)CN2C(=O)c3cccnc3Oc3ccc(Cl)cc32)c1	12.0%	-8.0%	-0.8%	5.1%	-0.5%	3.7%	7.2%	2.9	50	.

From PubChem
